MLL CXXC-DNA inh = blocks binding of human MLL CXXC domain to DNA; MLL-CXXC / FITC-HOXA9 DNA fluorescence polarization; Q03164; 290,000 tested, 0.037% active; Potency, µM (doses to about 115 µM), for inactives: at the highest dose activity change, negative = inhibition, hits mostly inhibitors; active = well fitted inhibition curve with a large enough effect in the polarisation, with a control signal flat, not every such curve was filed as active; inconclusive = small, poorly fitted or top-dose-only effect, or effect the other way, or a change in a side signal; inactive = no such curve, though single readings can be large or run the other way; the % refers to the polarisation
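Fluorescence polarization: 7 uM MLL-CXXC (stock) preincubated 5 min with compounds, then 50 nM fluorescein-HOX-A9 DNA (stock) added; 30 min ambient. Buffer 50 mM Tris-HCl pH 7.5, 50 mM NaCl, 1 mM DTT, 0.05% BSA.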
ELG1 genotoxic = induces genotoxicity in HEK293T cells with luciferase-tagged ELG1; AID 504466; HEK293T ELG1-luciferase reporter, luminescence, 16 h; Potency, µM (doses to about 46 µM), for inactives: at the highest dose activity change, positive = activation, hits mostly activators; 330,000 tested, 1.3% active; also: % of control where 0% means no effect; nearly all actives have a fitted effect of over 60% in size
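Reporter readout depends on ELG1 protein level, which increases with genetic stress. After 16 hr compound exposure at 37 °C, luciferase activity was quantified using ONE-Glo.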
Gal4-VP16 FLuc = inhibits Gal4-VP16 luciferase reporter, ROR gamma counter-screen. Drosophila S2 Gal4-VP16 UAS-luciferase, luminescence, 20 h. Potency, µM (titrated, usually from 53.6 µM), for inactives: top-dose activity, negative = inhibition, most hits filed as inhibitors. 310,000 tested, 3.5% active;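 also: Gal4-VP16 expression switched on by copper sulfate through the metallothionein promoter; % is scaled to controls: 0 for no effect and ±100 for the full control effect; nearly all actives have a fitted effect of over 50% in size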
FLuc counter = counter-screen for miR-21 project: firefly luciferase inhibitors or activators | purified FLuc, Km substrates, luminescence inhibition | Potency, µM (series often up to 57.5 µM), for the others: at the highest dose activity change, negative = inhibition, hits mostly inhibitors | 360,000 tested, 6.9% active | AID 588342;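 also: plate controls were vehicle for no effect and reference inhibitor for full effect; nearly all actives have a fitted effect of over 55% in size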
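Purified P. pyralis luciferase (10nM final) with 10uM D-luciferin and 10uM ATP (Km levels) in 50mM Tris acetate pH 7.5, 10mM Mg acetate, 0.01% Tween-20, 0.05% BSA; qHTS 6-point titration, ~60 µM downward; luminescence read.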
BRCA1 expr up = increases BRCA1 expression | 380,000 tested, 1.1% active | Potency, µM (series often up to 46.1 µM), inactives show at the top dose activation, usual class: activators | AID 624202 | MCF7-BRCA1-FFLuc reporter, luminescence, 48 h; response scale: scaled: vehicle 0%, 10 µM genistein 100%; also: nearly all actives have a fitted effect of over 80% in size; some results filed as inactive show a strong effect at the top dose
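Reporter cells (MCF7, BRCA1 promoter-firefly luciferase) received library compounds across a concentration series for 48 h. End-point luminescence was measured and concentration-effect curves derived after normalization.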
MBNL1 CUG block = inhibitors of human MBNL1 binding to CUG repeat RNA. Potency, µM (top dose mostly 57.5 µM), for the others: top-dose activity change, negative = inhibition, usual class: inhibitors. 280,000 tested, 0.036% active. Q9NR56. TR-FRET MBNL1-His/biotin-(CUG)12 binding, 665/545 ratio. AID 2675; active = well fitted inhibition curve with a large enough effect in the signal ratio, with a control signal flat, not every such curve was filed as active; inconclusive = small, poorly fitted or top-dose-only effect, or effect the other way, or a change in a side signal; inactive = no such curve, though single readings can be large or run the other way; the % refers to the signal ratio; also: % is scaled to controls: 0 for no effect and ±100 for the full control effect
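His-tagged MBNL1 binding to biotinylated (CUG)12 RNA was measured by TR-FRET using terbium anti-His antibody (0.055 ng/ul final) and streptavidin-XL665 (5 nM final). Compounds were titrated 92 nM to 58 uM; 60 min at room temperature.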
uPA generation = blocks generation of uPA at the cell surface; cell surface uPA generation assay, qHTS; 330,000 tested, 0.31% active; Potency, µM (titrated, usually from 38.3 µM), for the others: at the top dose activity change, negative = inhibition, actives largely listed as inhibitors; active = well fitted inhibition curve with a large enough effect; inconclusive = small, poorly fitted or top-dose-only effect; inactive = no such curve, though single readings can be large or run the other way; tested in mouse RAW 264.7 cells; also: % is scaled to controls: 0 for no effect and ±100 for the full control effect; nearly all actives have a fitted effect of over 55% in size
p53 reactivation = mutant p53 re-activation in reporter cells; H1299 p53-A138V BP100-luciferase reporter, luminescence, 24 h; Potency, µM (highest dose often 92.2 µM), for the others: at the top dose activity change, positive = activation, most hits filed as activators; 320,000 tested, 0.063% active; AID 504706; also: % of control where 0% means no effect; nearly all actives have a fitted effect of over 45% in size
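p53-null H1299 cells stably carrying temperature-sensitive p53-A138V and a BP100-luciferase reporter were pinned with compounds (4-point, 1:5 series) and held 24 hrs at 37 deg C. Luminescence was read 10 min after detection reagent.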
RORgamma inh = inhibitors of mouse ROR gamma transcriptional activity; P51450; Drosophila S2 Gal4-RORgamma UAS-luciferase reporter, 20 h; Potency, µM (highest dose often 53.6 µM), without a hit: at the top dose activity change, negative = inhibition, usual class: inhibitors; 310,000 tested, 5.4% active; AID 2551; also: % is scaled to controls: 0 for no effect and ±100 for the full control effect; nearly all actives have a fitted effect of over 60% in size
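Luciferase reporter read in Schneider cells carrying Gal4-RORγ (mouse) and UAS-Photinus luciferase; cells given compound 1 h before 700 uM copper sulfate induction, then incubated 20 h at ambient temperature.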
NPC1 promoter act = activators of NPC1 promoter | Huh7 NPC1 promoter luciferase reporter, 24 h | Potency, µM (top dose mostly 9.22 µM), without a hit: top-dose activation, hits mostly activators | 320,000 tested, 2.4% active;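 also: % of control where 0% means no effect; nearly all actives have a fitted effect of over 60% in size; reporter is driven by a mutant NPC1 promoter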
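Luciferase expression driven by the NPC1 promoter was measured in stably transfected Huh7 cells after a 24 h compound incubation, using a luciferase reagent and a luminescence read.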
Rab9 prom act = Rab9 promoter activation | Huh7 Rab9 promoter-luciferase reporter, luminescence, 24 h | Potency, µM (titrated, usually from 9.22 µM), without a hit: at the highest dose activation, negative = inhibition, hits mostly activators | 320,000 tested, 2.8% active | AID 485297; also: % of control where 0% means no effect; nearly all actives have a fitted effect of over 60% in size
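Quantitative HTS format; Huh7 Rab9-luciferase reporter cells (1500/well) receive compound 2 h post-plating, incubate 24 h at 37 °C, then get luciferase reagent for 10 min before luminescence reading.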
Starred values were filed as active, the others as inactive; [ ] = remark or other dose. Unless noted, calls follow the shape of the dose curve; as a rule, active = well fitted curve in the direction sought with a large enough effect; inconclusive = small, poorly fitted or top-dose-only effect, or another doubt; inactive = no such curve, though single readings can be large; an effect the other way counts as inactive or inconclusive. Potency is read from the fitted curve at half-maximal effect. The list is partial, so the mix of outcomes need not match the whole.

Results for CCN(CC)CCCNC(=O)c1cc(-c2ccc(Cl)c(Cl)c2)on1 ?
MLL CXXC-DNA inh: 2%; ELG1 genotoxic: 2%; Gal4-VP16 FLuc: -19%; FLuc counter: 3%; BRCA1 expr up: -37%; MBNL1 CUG block: 6%; p53 reactivation: -21%; RORgamma inh: -42%; NPC1 promoter act: -1%; Rab9 prom act: 2%

How did Cn1cnc2c(N/N=C/c3cccs3)ncnc21 do in these assays?
MLL CXXC-DNA inh: -9%; ELG1 genotoxic: inconclusive; Gal4-VP16 FLuc: inconclusive; FLuc counter: 8.5µM*; BRCA1 expr up: 41%; MBNL1 CUG block: 10%; uPA generation: -5%; p53 reactivation: 7%; RORgamma inh: -28%; NPC1 promoter act: 3.5µM*; Rab9 prom act: 1.8µM*

What do the screens show for `CN(C(=O)c1ccc(N2CCOCC2)c([N+](=O)[O-])c1)C1CCCCC1`?
MLL CXXC-DNA inh: 6%; ELG1 genotoxic: 0%; Gal4-VP16 FLuc: -8%; FLuc counter: 3%; BRCA1 expr up: 20%; MBNL1 CUG block: inconclusive; uPA generation: -3%; RORgamma inh: 4%[1.91 µM]; NPC1 promoter act: -2%; Rab9 prom act: 2%

How did Cc1cc(-c2nc(C)c(C(=O)NNC(=O)NC(C)C)s2)no1 do in these assays?
MLL CXXC-DNA inh: -3%; ELG1 genotoxic: 9%; Gal4-VP16 FLuc: -1%; FLuc counter: 0%; BRCA1 expr up: -1%; uPA generation: -1%; p53 reactivation: 0%; RORgamma inh: 6%; NPC1 promoter act: -2%; Rab9 prom act: -3%

How did COc1ccc(-c2c(NC(=O)c3ccco3)oc3ccc(Cl)cc3c2=O)cc1 do in these assays?
MLL CXXC-DNA inh: 67%[activator]; ELG1 genotoxic: 2%; Gal4-VP16 FLuc: -12%; FLuc counter: -5%; BRCA1 expr up: 0%; MBNL1 CUG block: 0%; uPA generation: 5%; p53 reactivation: 0%; RORgamma inh: 14%; NPC1 promoter act: 2%; Rab9 prom act: -4%

How did CC(C)CCNC(=O)C1CCN(S(=O)(=O)c2ccc3c(c2)CCC(=O)N3)CC1 do in these assays?
MLL CXXC-DNA inh: 10%; ELG1 genotoxic: 5%; Gal4-VP16 FLuc: 3%; FLuc counter: 1%; BRCA1 expr up: -25%; MBNL1 CUG block: -12%; uPA generation: 2%; p53 reactivation: -3%; RORgamma inh: -22%; NPC1 promoter act: 2%; Rab9 prom act: -2%

What do the screens show for `Cc1ccc(-c2cc(C(=O)NCCCN3CCCC3)c3ccccc3n2)cc1C`?
MLL CXXC-DNA inh: 5%; ELG1 genotoxic: inconclusive; Gal4-VP16 FLuc: -1%; FLuc counter: inconclusive; BRCA1 expr up: 0%; MBNL1 CUG block: 25%; uPA generation: -1%; p53 reactivation: -4%; RORgamma inh: 5%; NPC1 promoter act: 0%; Rab9 prom act: -9%

Results for O=S(=O)(Cc1ccccc1)NCc1cccnc1 ?
MLL CXXC-DNA inh: 0%; ELG1 genotoxic: -4%; Gal4-VP16 FLuc: -9%; FLuc counter: -1%; BRCA1 expr up: 9%; MBNL1 CUG block: 1%; p53 reactivation: -4%; RORgamma inh: inconclusive; NPC1 promoter act: 1%; Rab9 prom act: -4%

What do the screens show for `O=C(O)CCCNC(=O)c1cncc(O)c1`?
MLL CXXC-DNA inh: 9%; ELG1 genotoxic: 0%; Gal4-VP16 FLuc: -5%; FLuc counter: 8%; BRCA1 expr up: 10%; MBNL1 CUG block: 1%; uPA generation: 1%; p53 reactivation: -4%; RORgamma inh: 12%; NPC1 promoter act: -3%; Rab9 prom act: 0%

What do the screens show for `CC(=O)Nc1sc2c(c1C(c1ccc(Cl)cc1)N1CCOCC1)CCCC2` (configuration not stated)?
MLL CXXC-DNA inh: -4%; ELG1 genotoxic: -15%; Gal4-VP16 FLuc: -6%; FLuc counter: 4%; BRCA1 expr up: -71%; MBNL1 CUG block: -6%; uPA generation: -3%; p53 reactivation: -3%; RORgamma inh: 8%; NPC1 promoter act: 0%; Rab9 prom act: -5%

How did O=C1CCN(S(=O)(=O)c2cc(C(F)(F)F)ccc2Cl)CC1 do in these assays?
ELG1 genotoxic: -2%; FLuc counter: 2%; BRCA1 expr up: 7%; uPA generation: -19%; p53 reactivation: -1%; NPC1 promoter act: 3%; Rab9 prom act: -1%

How did COc1cccc(NC(=O)CN2C(=O)CSc3ccc(S(=O)(=O)N4CCCCC4)cc32)c1 do in these assays?
MLL CXXC-DNA inh: 2%; ELG1 genotoxic: -1%[9.26 µM]; Gal4-VP16 FLuc: -3%; FLuc counter: 6%; BRCA1 expr up: 2%; MBNL1 CUG block: -15%; uPA generation: -12%; p53 reactivation: -9%; RORgamma inh: 10%; NPC1 promoter act: -1%; Rab9 prom act: -1%

Results for O=C(NCCCN1CCOCC1)C(=O)NCc1ccccc1Cl ?
MLL CXXC-DNA inh: -1%; ELG1 genotoxic: 0%; Gal4-VP16 FLuc: -7%[10 µM]; FLuc counter: -1%; BRCA1 expr up: -21%; MBNL1 CUG block: 4%; uPA generation: -1%; p53 reactivation: 4%; RORgamma inh: -6%; NPC1 promoter act: -1%; Rab9 prom act: 0%

What do the screens show for `CCN(CC)CCCN1C(=O)CSC1c1ccc([N+](=O)[O-])cc1` (configuration not stated)?
MLL CXXC-DNA inh: -4%; ELG1 genotoxic: -5%; Gal4-VP16 FLuc: 1%; FLuc counter: -2%; BRCA1 expr up: -7%; MBNL1 CUG block: inconclusive; uPA generation: 1%; p53 reactivation: 0%; RORgamma inh: -19%; NPC1 promoter act: 1%; Rab9 prom act: 2%

How did CC(NCc1cc(Br)ccc1OCC(=O)NCc1ccccc1)c1ccccc1 (configuration not stated) do in these assays?
MLL CXXC-DNA inh: 9%; ELG1 genotoxic: -11%; Gal4-VP16 FLuc: inconclusive; FLuc counter: 0%; BRCA1 expr up: 2%; MBNL1 CUG block: -10%; uPA generation: -29%; p53 reactivation: 1%; RORgamma inh: inconclusive; NPC1 promoter act: -4%; Rab9 prom act: -11%

How did COc1cc(COCC(O)CN2CCN(Cc3ccccc3)CC2)cc(OC)c1OC (configuration not stated) do in these assays?
MLL CXXC-DNA inh: 4%; ELG1 genotoxic: -4%; Gal4-VP16 FLuc: 15%; FLuc counter: -1%; BRCA1 expr up: 0%; MBNL1 CUG block: -6%; uPA generation: 16%; p53 reactivation: 6%; RORgamma inh: -2%; NPC1 promoter act: -16%; Rab9 prom act: -6%

What do the screens show for `CN1CCN(C(=O)c2ccc(Oc3ccc([N+](=O)[O-])cc3)cc2)CC1`?
MLL CXXC-DNA inh: -11%; ELG1 genotoxic: -7%; Gal4-VP16 FLuc: -8%; FLuc counter: -2%; BRCA1 expr up: 1%; MBNL1 CUG block: inconclusive; uPA generation: -10%; p53 reactivation: 4%; RORgamma inh: 58%; NPC1 promoter act: -4%; Rab9 prom act: -2%

How did O=C(NCc1ccc(Cl)cc1)C1CCCN(c2cnccn2)C1 (configuration not stated) do in these assays?
MLL CXXC-DNA inh: 3%; ELG1 genotoxic: -9%; Gal4-VP16 FLuc: 1%; FLuc counter: 1%; BRCA1 expr up: 11%; MBNL1 CUG block: -8%; uPA generation: 2%; p53 reactivation: -6%; RORgamma inh: 6%; NPC1 promoter act: -4%; Rab9 prom act: -4%

What do the screens show for `NC(=O)C1=C[C@@H](C2CCCCC2)C[C@@H](OCCCCO)O1`?
MLL CXXC-DNA inh: -5%; ELG1 genotoxic: 4%; Gal4-VP16 FLuc: -5%; FLuc counter: -4%; BRCA1 expr up: -6%; MBNL1 CUG block: -6%; uPA generation: 6%; p53 reactivation: 1%; RORgamma inh: 30%; NPC1 promoter act: -1%; Rab9 prom act: 6%

How did COCCCn1c(SCc2nnc(-c3ccc(OC)c(OC)c3)o2)nc2ccccc2c1=O do in these assays?
MLL CXXC-DNA inh: 12%; ELG1 genotoxic: 1%; Gal4-VP16 FLuc: -6%; FLuc counter: 3%; BRCA1 expr up: -44%; MBNL1 CUG block: -4%; uPA generation: -5%; p53 reactivation: -19%; RORgamma inh: inconclusive; NPC1 promoter act: -5%; Rab9 prom act: -1%

How did CN(CC(=O)Nc1ccc(Cl)c(C(F)(F)F)c1)C(=O)CC1Sc2ccccc2NC1=O (configuration not stated) do in these assays?
MLL CXXC-DNA inh: inconclusive; ELG1 genotoxic: -5%; Gal4-VP16 FLuc: inconclusive; FLuc counter: 1%; BRCA1 expr up: -48%; MBNL1 CUG block: -2%; uPA generation: -10%; p53 reactivation: -15%; RORgamma inh: inconclusive; NPC1 promoter act: 1%; Rab9 prom act: -1%

How did c1ccc(Cc2nnc3sc(-c4cccnc4)nn23)cc1 do in these assays?
MLL CXXC-DNA inh: -4%; ELG1 genotoxic: -28%; Gal4-VP16 FLuc: 2%; FLuc counter: -2%; BRCA1 expr up: 33%; MBNL1 CUG block: 7%; p53 reactivation: -20%; RORgamma inh: -7%; NPC1 promoter act: -2%; Rab9 prom act: -2%
